Screens as filed in PubChem.
NALP1 yeast inh: blocks the NALP1 inflammasome reconstituted in yeast | S. cerevisiae NALP1/ASC/caspase-1 growth, X-gal OD620, 72 h | inhibition, % at 10 µM | 0.61% of 280,000 active; in the data active means inhibition mostly above about 24%, no sharp cut-off; inactive means mostly below about 32%; further: some compounds called inactive have numbers as strong as hits
M18AAP inhibitor: PfM18AAP enzyme inhibition. recombinant PfM18AAP, H-Glu-NHMec fluorogenic cleavage. 1.2% of 290,000 active. AID 1822. inhibition, % at 7.35 µM;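 active means inhibition above the campaign mean inhibition over all tested compounds plus 3 SD, cut at about 28% in these data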;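 further: 0% = plate median of test compound wells and 100% = 2 mM ZnCl2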
DNA FID counter: counter-screen for HCV NS3 helicase inhibitors: DNA intercalator displacement; inhibition, % at 7.9 µM; 0.17% of 290,000 active; DNA fluorescent intercalator displacement, fluorescence; in the data active means inhibition above about 37%;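 further: 0% = vehicle and 100% = reference compound; higher means more ethidium bromide displaced from hairpin DNA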
MEKK2 WT-MEK5: raises or lowers MEK5 binding to wildtype human MEKK2 PB1 domain. Q9Y2U5. bead flow cytometry, Alexa488-MEK5 binding to MEKK2 WT; actives lie on both sides. binding response (% of control), % at 10 µM. 1.1% of 290,000 active; in the data active means binding response below about 67% or above about 130%; inconclusive means no clear call, values can overlap the other calls; inactive means in between
VIM-2 inhibitor: inhibitors of Pseudomonas aeruginosa VIM-2 metallo-beta-lactamase. purified VIM-2, nitrocefin hydrolysis, epi-absorbance fluorescence. 0.89% of 290,000 active. inhibition, % at 5.6 µM;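 active means inhibition above the mean of all tested compounds plus 3 SD, cutoff set per screening run, cut at about 7.5% in these data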;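 further: red hydrolysis product quenches plate fluorescence so inhibitors raise well fluorescence; 0% = enzyme with DMSO and 100% = DMSO without enzyme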
NS3 helicase inh: inhibitors of Hepatitis C virus NS3 helicase. 0.56% of 290,000 active. inhibition, % at 10.9 µM. NS3 helicase DNA unwinding, Cy5 molecular beacon fluorescence;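 active means inhibition above the mean of all tested compounds plus 3 SD, set per campaign, cut at about 35% in these data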;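 further: 0% = DMSO wells and 100% = thioflavine S control wells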
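Assay system – hepatitis C virus NS3 helicase domain fragment enzyme · Buffer or medium – MOPS pH 6.5, MgCl2, DTT, Tween20, BSA · Reagent – Cy5/quencher beacon DNA duplex and ATP to start · Compound – single 10.9 µM dose · Timing – 1 h at 25 °C · Technique – Cy5 beacon fluorescence read at start and 1 h · Measure – % inhibition of unwinding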
SUMO HTRF inh: inhibitors of human SUMOylation (UBC9); 0.36% of 290,000 active; inhibition, % at 35 µM; HTRF SUMOylation assay, SAE1/SAE2 + UBC9, in vitro; in the data active means inhibition above about 50%, passing the limit was not always enough; inconclusive means no clear call, values can overlap the other calls; further: strong numbers were not always called active
Target sequence (P63279 whole entry, looked up): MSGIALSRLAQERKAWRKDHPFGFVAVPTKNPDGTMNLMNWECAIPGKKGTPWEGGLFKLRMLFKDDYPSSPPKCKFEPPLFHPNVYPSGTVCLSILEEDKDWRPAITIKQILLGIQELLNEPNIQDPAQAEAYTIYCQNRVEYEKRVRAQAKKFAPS
IMP-1 inhibitor: inhibitors of Pseudomonas aeruginosa IMP-1 metallo-beta-lactamase. purified IMP-1, nitrocefin hydrolysis, epi-absorbance fluorescence. 0.45% of 290,000 active. inhibition, % at 5.6 µM. AID 1556;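 active means inhibition above the mean plus 3 SD of all compounds in the same screening run, cut at about 4.5% in these data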;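 further: 0% = IMP-1 with DMSO and 100% = DMSO wells lacking enzyme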
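system = purified recombinant IMP-1 beta-lactamase | amount = 0.2 nM IMP-1, as dispensed | medium = HEPES buffer pH 7.1 with ZnSO4 and Brij 35 | times = 25 °C, 15 min preincubation, 25 min reaction | detection = plate fluorescence quenching by hydrolysis product, ex 480/em 530 nm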
MEKK2 mut-MEK5: signal of MEK5 binding to mutant human MEKK2 PB1 domain. bead flow cytometry, Alexa488-MEK5 binding to MEKK2 mutant. percent response, % at 10 µM. 0.35% of 290,000 active. AID 1530; in the data active means percent response above about 24%, passing the limit was not always enough; further: inactives centre near 1; some results filed as inactive read as strong as hits; reference of the scale not given here
Active calls of the source: *; u = inconclusive; x = no result given; & = joins results of further samples.

SMILES	NALP1 yeast inh	M18AAP inhibitor	DNA FID counter	MEKK2 WT-MEK5	VIM-2 inhibitor	NS3 helicase inh	SUMO HTRF inh	IMP-1 inhibitor	MEKK2 mut-MEK5
O=c1[nH]c(=S)[nH]c(O)c1N=Nc1ccc(OC(F)F)cc1	0	14	5	97	-3.8	13	10	-4.5	-2
CCOC(C(=O)OCC(O)CN(CC)CC)(c1ccccc1)c1ccccc1 (stereo not given)	-5	4	33	115	0.6	-30	-12	2.8	5
CC(=O)CC(c1ccccc1[N+](=O)[O-])c1c(O)c2ccccc2oc1=O (stereo not given)	13	4	-5	102	-2.4	-2	11	-3.3	3
CCN1CCN(C(=O)Cc2coc3cc(C)cc(C)c23)CC1	39	3	0	102	-5.4	7	0	-6.1	12
CC(=O)O[C@H]1CC[C@@]2(C)[C@H](C1)C(=O)C[C@H]1[C@@H]3CC[C@@H]4[C@@H](CN5C[C@@H](C)CC[C@H]5[C@@]4(C)O)[C@@H]3C[C@@H]12	11	-2	-2	105	-1.5	-3	22	-1.5	7
C=CCn1c(O)c(/C=C2/C=CC=N2)c(=O)[nH]c1=O	21	6	-4	116	-1.2	-4	0	1.4	9
CCOC(=O)c1c(C)c(P(=S)(N2CCOCC2)N2CCOCC2)n(C)c1C	10	20	-29	104	0.6	-1	16	1.4	5
CCN(N=Nc1nonc1OC)c1nonc1OC	4	-9	1	103	-2.1	9	16	-6.2	-4
COc1ccc(NC2=NCCCS2)cc1OC	0	8	-3	103	-3.0	3	19	-1.3	1
COc1cccc(C2C([N+](=O)[O-])=C(N)Oc3c2c(=O)oc2ccccc32)c1 (stereo not given)	-4	-9	-16	103	-1.7	-7	26	-3.4	1
CSc1ccc(CN2CCN(C(=O)COc3ccc(C)cc3)CC2)cc1	-2	4	-12	95	-2.4	-10	6	-2.1	-5
COc1ccc(-c2cc(C(=O)N3CCC4(CC3)OCCO4)c3ccccc3n2)cc1	16	-3	-40	97	-3.0	-7	37	-1.2	-1
COc1ccccc1N1CCN(Cc2cccc(Br)c2)CC1	5	-4	-2	110	-4.0	-3	9	-1.7	9
COC(=O)C1=C(N)OC(C)=C(C(C)=O)C12C(=O)N(C)c1ccccc12 (stereo not given)	21	x	x	99	x	x	13	x	-1
COc1cc(C(=O)N2C[C@H]3C[C@@H](C2)c2cccc(=O)n2C3)cc(OC)c1OC	14	-2	-8	101	0.8	-13	5	-1.7	0
Cc1cc(Cl)ccc1OCC(=O)O	0	0	1	52&99	-1.2	-2	2	-0.9	-71&1
CSc1ccc(CN2CCN(Cc3ccccc3Cl)CC2)cc1	25	5	8	101	-3.2	-7	2	-1.4	-5
O=P(O)(O)Cc1c(Cl)cccc1Cl	23	-6	0	90	12*	-17	12	0.2	-4
COc1ccc(C(=O)C2CCCN(Cc3ccc(C)s3)C2)cc1OC (stereo not given)	6	-10	0	108	0.3	-11	u	-3.3	18
O=C1NC(=O)N(CCC2=CCCCC2)C(=O)/C1=C/c1cccs1	x	3	-21	89	0.4	27	23	2.2	-11
C/C(=N\NC(=O)c1ccncc1)c1c(O)n(Cc2ccccc2)c(=O)[nH]c1=O	x	15	-25	88	-2.2	32	2	-1.9	-3
C=CCn1c(O)c(C(C)=NCCO)c(=O)[nH]c1=O	1	4	2	100	-2.1	3	-15	-2.6	3
CC1(C)C(C(=O)NN2C(=O)c3ccccc3C2=O)C1(C)C	8	-10	-3	103	2.1	-6	12	-0.9	12
O=C(O)c1ccccc1NC(=O)N1C[C@H]2C[C@@H](C1)c1cccc(=O)n1C2	10	6	1	104	-2.0	42*	16	-2.8	3
CCn1cc(C(=O)O)c(=O)c2ccc(C)nc21	38&-7	5	-4	105&114	-2.9	17	20&8	-2.5	5&10
Cn1cc(CCC(=O)N2CCC3(CC2)OCCO3)c2ccccc21	-12	-4	-12	95	-2.3	1	16	-1.8	-2
CC(NCc1ccccc1C(F)(F)F)C(O)c1ccccc1 (stereo not given)	11	-21	13	96	1.9	-3	9	0.0	-2
COC(=O)Nc1ccc(N=C(N)N[N+](=O)[O-])cc1	12	-8	1	104	0.3	-7	20	-1.2	1
CCN(CC)c1ccc(/C=N/c2sc3c(c2C#N)C2CCN3CC2)c(O)c1	13	32*	2	96	2.7	-3	6	-0.3	92*

Some of these compounds in order of formula weight, lowest first:
SMILES	NALP1 yeast inh	M18AAP inhibitor	DNA FID counter	MEKK2 WT-MEK5	VIM-2 inhibitor	NS3 helicase inh	SUMO HTRF inh	IMP-1 inhibitor	MEKK2 mut-MEK5
COC(=O)Nc1ccc(N=C(N)N[N+](=O)[O-])cc1	12	-8	1	104	0.3	-7	20	-1.2	1
CCN(N=Nc1nonc1OC)c1nonc1OC	4	-9	1	103	-2.1	9	16	-6.2	-4
CC(NCc1ccccc1C(F)(F)F)C(O)c1ccccc1 (stereo not given)	11	-21	13	96	1.9	-3	9	0.0	-2
Cn1cc(CCC(=O)N2CCC3(CC2)OCCO3)c2ccccc21	-12	-4	-12	95	-2.3	1	16	-1.8	-2
CCN(CC)c1ccc(/C=N/c2sc3c(c2C#N)C2CCN3CC2)c(O)c1	13	32*	2	96	2.7	-3	6	-0.3	92*

Single values from the list.
SUMO HTRF inh, COc1ccccc1N1CCN(Cc2cccc(Br)c2)CC1 : 9
SUMO HTRF inh, O=C(O)c1ccccc1NC(=O)N1C[C@H]2C[C@@H](C1)c1cccc(=O)n1C2 : 16

An excerpt (hit frequency here may not be typical).
